ERG-DNA inh: inhibitors of human ERG Ets domain-DNA interaction; AID 624246; fluorescence polarization, His-ERG Ets domain / labelled DNA; Potency, µM (series often up to 76.9 µM), for the others: at the highest dose FP activity, negative = inhibition, usual class: inhibitors; 370,000 compounds, 0.028% hits; active = well fitted inhibition curve with a large enough effect in the polarisation, with a control signal flat; inconclusive = small, poorly fitted or top-dose-only effect, or effect the other way, or a change in a side signal; inactive = no such curve, though single readings can be large or run the other way; the % refers to the polarisation;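 note: polarization taken with two DNA probes labelled with fluorescein and Texas red; potency is the fitted concentration of half-maximal effect; % of control where 0% means no effect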
Target sequence (P11308 whole entry, looked up, the tested form may be a part): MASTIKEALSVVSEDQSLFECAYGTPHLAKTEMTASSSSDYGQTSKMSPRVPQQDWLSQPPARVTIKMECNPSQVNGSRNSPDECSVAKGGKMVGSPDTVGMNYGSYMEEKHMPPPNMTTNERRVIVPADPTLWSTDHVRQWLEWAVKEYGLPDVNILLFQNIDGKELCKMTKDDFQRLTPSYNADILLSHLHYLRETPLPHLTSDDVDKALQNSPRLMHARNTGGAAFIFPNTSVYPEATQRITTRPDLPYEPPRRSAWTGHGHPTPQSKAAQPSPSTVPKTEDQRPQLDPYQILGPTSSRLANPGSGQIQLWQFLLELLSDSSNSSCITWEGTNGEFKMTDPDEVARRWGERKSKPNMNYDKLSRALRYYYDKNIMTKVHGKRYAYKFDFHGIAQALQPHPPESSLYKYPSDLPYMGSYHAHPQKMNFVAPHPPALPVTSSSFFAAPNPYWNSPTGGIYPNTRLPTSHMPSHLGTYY
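His-tagged ERG Ets domain (1 uM in the protein solution; 300mM KCl, 50mM Tris-HCl, 1mM EDTA, 1mM DTT, pH 7.5) received compound, then a probe mix of 5 nM fluorescein-DNA and 100nM Texas-615-DNA. Fluorescence polarization was read for both dyes.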
ALOX12 inh: inhibitors of human 12S-lipoxygenase ALOX12; 580,000 compounds, 1.1% hits; Potency, µM (highest dose often 108 µM), for inactives: top-dose activity change, negative = inhibition, usual class: inhibitors; P18054; purified 12hLO, xylenol orange hydroperoxide absorbance; note: potency is the fitted concentration of half-maximal effect; % is set by controls: 0 for no effect and ±100 for the full control effect
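Purified human 12hLO at 150 nM in 25 mM Hepes, 0.01% Triton X-100, pH 7.0, preincubated 15 min at room temperature with compound. Reaction started with 40 uM arachidonic acid, 30 min at room temperature. Hydroperoxide measured by Fe-xylenol orange, 573/405 nm absorbance ratio.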
Pol beta inh: inhibitors of human DNA polymerase beta | Pol beta primer extension/strand displacement, fluorescence kinetic | Potency, µM (titrated, usually from 114 µM), without a hit: top-dose activity change, negative = inhibition, hits mostly inhibitors | 340,000 compounds, 1.3% hits; note: potency is the fitted concentration of half-maximal effect; % is set by controls: 0 for no effect and ±100 for the full control effect
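Values derive from four-parameter Hill fits of normalized kinetic data: reads at 0 and 10 min following addition of 50 nM substrate to 10 nM Pol beta preincubated 15 min with compound.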
APE1 inh: blocks human APE1 abasic DNA cleavage; recombinant APE1, TAMRA/BHQ-2 abasic DNA cleavage fluorescence; Potency, µM (highest dose often 65.8 µM), inactives show top-dose activity change, negative = inhibition, hits mostly inhibitors; 350,000 compounds, 0.35% hits; AID 2517;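 note: potency is the fitted concentration of half-maximal effect; plate controls were vehicle for no effect and reference inhibitor for full effect; nearly all actives have a fitted effect of over 55% in size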
Target sequence (P27695 whole entry, looked up): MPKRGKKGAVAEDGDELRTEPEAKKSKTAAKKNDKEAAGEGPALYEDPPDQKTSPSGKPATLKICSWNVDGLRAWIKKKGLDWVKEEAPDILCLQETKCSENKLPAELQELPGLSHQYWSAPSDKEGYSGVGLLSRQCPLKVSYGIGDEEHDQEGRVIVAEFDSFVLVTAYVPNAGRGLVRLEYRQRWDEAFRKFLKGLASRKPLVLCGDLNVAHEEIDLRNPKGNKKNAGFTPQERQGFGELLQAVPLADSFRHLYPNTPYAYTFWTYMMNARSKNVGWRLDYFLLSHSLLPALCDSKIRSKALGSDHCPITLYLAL
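Measures dequenching upon AP-site incision of a 5'-TAMRA/3'-BHQ-2 THF-containing duplex, 50 nM; human APE1 0.75 nM after 15 min room-temperature exposure to compound; kinetic three-point read at one-minute spacing.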
Anesthetic bind: candidate novel general anesthetic via apoferritin binding; apoferritin/1-aminoanthracene competitive binding, fluorescence; Potency, µM (titrated, usually from 77.5 µM), for inactives: at the top dose activity change, negative = displacement, actives largely listed as inhibitors; 350,000 compounds, 0.074% hits; AID 485281; note: potency is the fitted concentration of half-maximal effect; % is set by controls: 0 for no effect and ±100 for the full control effect; nearly all actives have a fitted effect of over 20% in size
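In PBS, apoferritin at 10 uM is loaded with 1-AMA from a 50% saturated solution. After 10 min of compound exposure at ambient temperature, reduced 535 nm fluorescence indicates probe displacement.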
POLK inh: blocks human DNA polymerase kappa activity; AID 588579; Potency, µM (titrated, usually from 107 µM), for the others: at the highest dose activity, negative = inhibition, actives largely listed as inhibitors; purified Pol kappa, fluorescent DNA synthesis assay, 10 min; 400,000 compounds, 0.53% hits; Q9UBT6; note: potency is the fitted concentration of half-maximal effect; % is set by controls: 0 for no effect and ±100 for the full control effect
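Here, compound and 10 nM enzyme are combined for 15 min at room temperature; adding 50 nM substrate (final) starts DNA synthesis, tracked by fluorescence at 0 and 10 min against buffer-only wells.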
Pol eta inh: inhibitors of human DNA polymerase eta | recombinant Pol eta, fluorescent DNA replication assay | Potency, µM (titrated, usually from 114 µM), for inactives: at the top dose activity change, negative = inhibition, actives largely listed as inhibitors | 390,000 compounds, 1.2% hits | AID 588591; note: potency is the fitted concentration of half-maximal effect; % is set by controls: 0 for no effect and ±100 for the full control effect
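Fluorescent replication assay: 50 nM final substrate added after a 15 min room-temperature compound preincubation with 10 nM enzyme. Signal taken at 0 min and again at 10 min.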
RGS4 inhibitor: inhibitors of human regulator of G protein signaling 4. 390,000 compounds, 0.039% hits. P49798. Transcreener GDP fluorescence polarization, RGS4-accelerated GTP hydrolysis. AID 504845. Potency, µM (titrated, usually from 114 µM), for inactives: top-dose activity change, negative = inhibition, usual class: inhibitors; note: potency is the fitted concentration of half-maximal effect; % is set by controls: 0 for no effect and ±100 for the full control effect; nearly all actives have a fitted effect of over 75% in size; some results filed as inactive show a strong effect at the top dose
Target sequence (P49798 whole entry, looked up): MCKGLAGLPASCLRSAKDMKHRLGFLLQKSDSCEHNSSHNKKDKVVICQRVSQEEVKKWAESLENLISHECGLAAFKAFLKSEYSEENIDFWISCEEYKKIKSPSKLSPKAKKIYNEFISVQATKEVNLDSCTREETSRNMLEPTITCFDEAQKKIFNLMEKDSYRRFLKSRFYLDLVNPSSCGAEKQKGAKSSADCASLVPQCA
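MLSMR compounds (23 nl, pin-transferred) preincubated 10 min at room temperature with a 500nM (2x) first reagent, then RGS4 at 900nM (2x) plus Transcreener GDP mix added; fluorescence polarization (620/688 nm) read before and after 90 min at 30 °C.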
LDHA inh: blocks human lactate dehydrogenase A; P00338; purified LDHA, NADH/diaphorase-resazurin fluorescence; active compounds read low; activity change, % (values are at about 110 or 230 µM); 480,000 compounds, 0.15% hits; AID 1347041; in the data active = activity change below about -30%; inconclusive = mostly about -25% to -30%;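 note: plate controls were DMSO wells for no effect and wells without enzyme for full effect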
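Resorufin fluorescence (ex540/em590), read at 0 and 20 min after diaphorase/resazurin addition, reports the NADH left after a 5 min room-temperature reaction of 2 nM human LDH5 with 0.06 mM NADH and 0.2 mM pyruvate.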
An asterisk follows results filed as active; i = inactive; u = inconclusive; x = not tested or not shown; & = joins results of further samples; [ ] = another dose, or the depositor's remark. Unless noted, calls come from the whole dose curve; as a rule, active = well fitted curve in the direction sought with a large enough effect; inconclusive = small, poorly fitted or top-dose-only effect, or another doubt; inactive = no such curve, though single readings can be large; an effect the other way counts as inactive or inconclusive.

SMILES	ERG-DNA inh	ALOX12 inh	Pol beta inh	APE1 inh	Anesthetic bind	POLK inh	Pol eta inh	RGS4 inhibitor	LDHA inh
Cc1ccc(S(=O)(=O)N2CCN(C(=O)NCc3ccc(C(=O)O)cc3)CC2)cc1	-6%	5%	32%	1%	2%	-34%	-28%	-7%	-3
Cc1ccc(-c2nn(-c3ccccc3)cc2NC(=O)c2ccccc2)cc1	-2%	1%	30%	-10%	-11%	-12%	-13%	-2%	-3
COc1ccc(OC(=O)c2cccc(S(=O)(=O)N3CCCC3)c2)cc1	0%	0%	-4%	4%	4%	-8%	-18%	-9%	1
C(=C\c1ccco1)/C=N/n1cnnc1	-1%	-53%	13%	u	-2%	u	-1%	-15%	13
O=C(COc1ccc(Cl)cc1Cl)Nc1c(-c2cccs2)nc2ccccn12	0%	-17%	-22%	2%	6%	-5%	u	-37%	-10
Cc1ccc2nc(N3C(=O)C(O)=C(C(=O)c4ccc(C)o4)C3c3ccc(O)cc3)sc2c1 (centres undefined)	12%	28µM*	x	18%	x	-16%	u	-35%	-5
Cc1ccc(-c2cc(C(=O)N3CC(C)OC(C)C3)c3ccccc3n2)o1 (centres undefined)	-1%	u	x	-3%	x	2%	-17%	-37%	-1
COc1ccc(C2c3c(n(C)c4ccccc34)C(=O)N2CC(=O)Nc2ccc(C)c(Cl)c2)cc1 (centres undefined)	-4%	u	2%	x	45%[activator]	-21%	-14%	23%	3
Cc1ccc(C(=O)NC(=S)Nc2ccc(N3CCN(C(=O)c4ccco4)CC3)cc2)cc1	-1%	u	2%	2%	-11%	-22%	-2%	-19%	-5
Cc1cc(C(=O)OCC(=O)NCCCN2CCCC2=O)c2ccccc2n1	-9%	10%	16%	11%	-8%	-1%	-13%	-10%	-2
C=CCOc1cccc(NC(=O)c2ccccc2SC)c1	8%	3%	10%	-3%	-14%	-2%[60.1 µM]	2%	4%[11.4 µM]	-6
CCOc1cc(C)c(S(=O)(=O)NCCCn2ccnc2)cc1C	-5%	360%[activator]	-1%	2%	-8%	-10%	-3%	41%	-10
Clc1ccc(Oc2cnc3ccccc3n2)cc1	-7%	-22%	0%	-11%	-24%	-1%	-13%	4%	-9
Cc1ccc(S(=O)(=O)N(C)c2ccc(C(=O)N3CCN(Cc4ccc5c(c4)OCO5)CC3)cc2)cc1	0%	-24%	11%	17%	62%[activator]	-4%	-8%	-24%	9
CCCc1cc(Nc2cccc(OCC)c2)n2ncnc2n1	0%	25%	14%	-12%	-20%	-6%	-5%	-14%	-7
CC[C@]12c3[nH]c4cc(CCC(=O)N(C)C)ccc4c3CCN1C(=O)[C@@H](CC(=O)NCCCOC)C[C@@H]2C(=O)N1CCN(C(=O)C2CC2)CC1	2%	0%	x	21µM*	x	-2%	-18%	-38%	-2
O=C(CNC(=O)c1ccco1)OCC(=O)c1ccc2ccccc2c1	-6%	0%	23%	0%	u	-6%	-12%	2%[56.9 µM]	-5
COc1ccc(CNC(=S)Nc2ccc(-c3ccccc3)cc2)cc1	-1%	-15%	-4%	8%	-10%	-13%	-7%	-5%	-12
C=CCOc1ccc(CN(C)CC(=O)Nc2ccccc2[N+](=O)[O-])cc1	-10%	22%	1%	-3%	-24%	-15%	-12%	-4%	-7
O=Cc1c[nH]c2ccccc12	x	-31%	x	x	x	8%	x	-2%	6&0
COCC(=O)N1CCc2ccc(NC(=O)c3ccccc3Cl)cc2C1	-8%	5%	33%	9%	-3%	1%	-17%	14%	-1
C=CCNC(=S)Nc1ccc(N2CCOCC2)c(S(=O)(=O)Nc2ccccc2Cl)c1	-9%	-3%	-1%	12%	-8%	-4%	-10%	-11%	-4
CCOc1ccc(N(CC(=O)NC2CCCCC2)C(=O)CSc2nnc(COc3ccccc3)o2)cc1	7%	-15%	4%	2%	4%	-1%	-10%	6%	-2
O=C(Cn1cncc1-c1ccc([N+](=O)[O-])cc1)Nc1cccc2ccccc12	6%	-3%	u	1%	-1%	-11%	u	u	-3
Cc1cc(C)cc(NC(=O)N2C3CCCC2CC(NC(=O)C2CC2)C3)c1 (centres undefined)	7%	-22%	31%	34%	-5%	-5%	-16%	5%	-2

Entries listed so far that bear a hit mark in ALOX12 inh:
SMILES	ERG-DNA inh	ALOX12 inh	APE1 inh	Anesthetic bind	POLK inh	Pol eta inh	RGS4 inhibitor	LDHA inh
Cc1ccc2nc(N3C(=O)C(O)=C(C(=O)c4ccc(C)o4)C3c3ccc(O)cc3)sc2c1 (centres undefined)	12%	28µM*	18%	x	-16%	u	-35%	-5

(listing goes on)
SMILES	ERG-DNA inh	ALOX12 inh	Pol beta inh	APE1 inh	Anesthetic bind	POLK inh	Pol eta inh	RGS4 inhibitor	LDHA inh
Cc1cc(C)c2oc(-c3ccc(C)c(NC(=O)/C=C/c4ccco4)c3)nc2c1	3%	50µM*	u	x	-6%	-38%	u	u	-3
CCOC(=O)c1cc(S(=O)(=O)NCc2ccccc2)[nH]n1	4%	u	33%	x	-19%	-5%[60.1 µM]	-16%	-11%	10
Cc1cccc(C)c1NC(=O)C1CCN(S(C)(=O)=O)CC1	0%	6%	-17%	9%	4%	8%	-5%	-9%	1
COc1cccc(CN(Cc2cccnc2)S(=O)(=O)c2ccc(-n3cnnn3)c(C)c2)c1	x	u	0%	0%	u	-4%[60.1 µM]	-15%	17%	-6
Cc1cc(NS(=O)(=O)c2ccc(Nc3nc(-c4sc(N)nc4C)cs3)cc2)no1	10%	x	-9%	-5%	-12%	25µM*	10µM*	-50%	2
COc1ccc(S(=O)(=O)N2CCc3ccccc32)cc1C(=O)N1CCOCC1	0%	-10%	x	24%	x	-4%	-5%	5%	-4
NC(=S)N/N=C1\CCOc2ccc(Cl)cc21	6%	i	2%	-5%	-7%	6%	-6%	u	-2
COc1ccc(-c2ccc(SCC(=O)N3CCN(c4ccccc4)CC3)nn2)cc1	-7%	44%[activator]	-11%	0%	-14%	-4%	0%	-17%	-12
O=C(c1ccccc1Br)N1CCN(c2ccccn2)CC1	1%	1%	8%	59%[activator]	-2%	-25%	-19%	4%	-7
COc1ccc(-n2c(CNC(=O)COc3ccccc3)n[nH]c2=S)cc1	9%	-2%	1%	3%	-3%	-1%	-8%	-15%	1
COc1ccc(CN(C2CCCC2)S(=O)(=O)c2ccc(-n3cnnn3)cc2)cc1OC	-1%	-15%	1%	-5%	2%	4%	-15%	-42%	-1
Cc1cc(C)n(CC(=O)NC2CCCCC2)n1	-4%	-6%	1%	3%	-3%	-6%	-6%	-33%	2
Cc1cc(CN(C)C(=O)CC2C(=O)NCCN2Cc2c(F)cccc2Cl)on1 (centres undefined)	12%	12%	32%	10%	2%	0%	-8%	23%	5
FC(F)(F)c1nnc(-c2ccccc2)nc1N1CCOCC1	1%	-22%	7%	8%	-2%	-10%	-5%	13%	-3
O=C(OCn1nnc2ccccc2c1=O)c1ccc2c(=O)n3c(nc2c1)CCC3	x	-3%	0%	-2%	u	0%	6%	2%	-2
CCC(C)[C@H](NC(=O)Nc1ccc2c(c1)OCCO2)C(=O)O (some centres undefined)	x	-1%	-12%	-1%	-5%	-5%	-8%	-19%	2
Cc1cc(C(=O)OCC(=O)Nc2cccc(S(=O)(=O)N(C)C)c2)c(C)o1	6%	-21%	-1%	-2%	-1%	-15%	-9%	17%	-10
CCOC(=O)Cc1csc(NC(=O)/C=C/c2ccccc2Cl)n1	-3%	-17%	-2%	-6%	4%	-4%	-4%	18%	-6
O=C(O)CC1=C(O)C(=O)N(c2ccccc2)C1c1ccc(Cl)cc1 (centres undefined)	-2%	3%	-7%	1%	-7%	-7%	5%	17%	-6
O=C(NCCC1=CCCCC1)c1cnc2n(c1=O)CCS2	-4%	u	-1%	-3%	-5%	-11%	6%	26%	-4
Cc1[nH]nc(SCC(=O)Nc2cccc(O)c2)c1[N+](=O)[O-]	5%	-24%	-5%	19%	-4%	-5%	-9%	-2%	2
O=C(Oc1cccc(/C=N/Nc2nc(N3CCOCC3)nc(N3CCOCC3)n2)c1)c1ccco1	-1%	-1%	10%	3%	-7%	5%	-7%	-14%	-5
COc1cc(C(=O)Nc2nc(-c3ccc(Cl)cc3)c(C)s2)ccc1OCC(=O)Nc1ccc(F)cc1	6%	-19%	-21%[57.1 µM]	1%	-5%	-4%	-20%	-3%	0
Cc1cc([N+](=O)[O-])ccc1NC(=O)Nc1ccccc1F	13%	-15%	-25%	0%	-17%	-12%	-3%	15%	-4
C[C@H](CO)N1C[C@H](C)[C@@H](CN(C)S(=O)(=O)c2cn(C)cn2)Oc2c(NS(=O)(=O)c3ccc(F)cc3)cccc2C1=O	0%	u	x	12%	x	-2%	5%	6%	0
COC(=O)c1ccccc1S(=O)(=O)Nc1ccc2cn[nH]c2c1	7%	-17%	-20%	-3%	-11%	-7%	2%	-47%	3
COc1ccccc1N(C)S(=O)(=O)c1ccc(C(=O)Nc2ncc(C)s2)cc1	7%	181%[activator]	x	21%	x	-7%	-3%	7%	-11
Cc1ccccc1NC(=O)Cn1cnc2c1c(=O)n(C)c(=O)n2C	2%	14%	19%	0%	-3%	-13%	-2%	18%	1
COc1cccc(N2CCN(C(=O)c3nn(C)c4c3CSc3ccc(C)cc3-4)CC2)c1	7%	-17%	-9%	x	31%[activator]	4%[60.1 µM]	-17%	-13%	1

These rows are one share of the data. The share of hits here may be higher or lower than overall.
